# dFosB activator – activators of delta FosB homodimer, primary screen, biochemical, fluorescence polarization, TAMRA-CDK5 oligo, single point; Protein FosB (Mus musculus), P13346; activation, % at 25 µM; actives 0.99% (n = 340,000); purified delta FosB; percent of positive-control signal above neutral wells;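 active = mean activation above about 17%, with every replicate also reaching it, limit read from the data, passing the limit was not always enough; inconclusive = only one of the two conditions met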;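 also: fluorescence polarization rise as delta FosB binds a TAMRA Cdk5 AP-1 oligo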
# Target sequence (P13346 whole entry, looked up): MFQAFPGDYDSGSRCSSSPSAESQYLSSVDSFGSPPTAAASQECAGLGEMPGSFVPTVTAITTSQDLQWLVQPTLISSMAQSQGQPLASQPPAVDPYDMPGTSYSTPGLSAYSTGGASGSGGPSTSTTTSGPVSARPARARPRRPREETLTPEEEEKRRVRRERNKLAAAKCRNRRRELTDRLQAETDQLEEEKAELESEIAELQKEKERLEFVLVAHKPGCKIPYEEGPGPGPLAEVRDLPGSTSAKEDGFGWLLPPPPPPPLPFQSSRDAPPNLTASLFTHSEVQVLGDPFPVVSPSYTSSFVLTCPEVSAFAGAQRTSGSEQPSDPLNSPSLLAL
# CAL PDZ FP-1 – CAL PDZ peptide-binding inhibitors, primary screen, biochemical, fluorescence polarization, Cer-tagged CAL PDZ, HTS; actives 0.02% (n = 330,000); purified CAL PDZ, TMR-peptide fluorescence polarization, 1 h; inhibition, % at 20 µM; AID 504414, 2011;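 active = highest replicate inhibition of at least 40%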;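 also: plate controls were DMSO neutral control wells for no effect and unlabeled competitor peptide control wells for full effect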
#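 Read-out basis: mP drop reported as inhibition | Assay system: Tagged CAL PDZ protein CerCALP, purified | Benchmarks: Unlabelled peptide for full inhibition, DMSO wells as neutral | Schedule: 1 h incubation at room temperature before polarization reading | Buffer or medium: Sodium phosphate/NaCl buffer pH 7.4 with TCEP, IgG, Thesit | Doses: Single point, 20 µM | Measured by: Fluorescence polarization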
# CAL PDZ FP-2 – untagged CAL PDZ binding inhibitors, primary screen, biochemical, fluorescence polarization, HTS; purified CAL PDZ, TMR-peptide fluorescence polarization, 1 h; actives 0.92% (n = 300,000); AID 602252, 2012; inhibition, % at 24.9 µM;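 active = mean inhibition of at least 30% with at least half of replicates also reaching 30%; inconclusive = no clear call, values can overlap the other calls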;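 also: 0% = DMSO neutral control and 100% = excess unlabeled competitor peptide PRC23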
# V-ATPase pH – regulators of yeast V-ATPase proton pumping, primary screen, pHLuorin cytosolic pH fluorescence; AID 504577, 2011; actives 0.37% (n = 350,000); response, % at 10 µM; S. cerevisiae; in the data active = response mostly above about 7.3%, no sharp cut-off; inactive = mostly below about 5.4%; also: actives read high; inactives centre near 0; some compounds called inactive have numbers as strong as hits
# Tat transport – E. coli Tat export inhibitors, primary screen, MC4100, TorA-mCherry reporter, fluorescence, single point; inhibition, % at 10 µM; actives 0.036% (n = 340,000); AID 488895, 2010;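 active = mean replicate inhibition at least 50% and at least half of replicates individually reaching 50%; inconclusive = only one of the two criteria met; inactive = neither criterion met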;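 also: exported cargo escapes ClpAP degradation while cytoplasmic cargo is degraded and loses fluorescence; 0% = median of neutral control wells and 100% = median of NaSCN control wells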
# Wnt act – Wnt/beta-catenin pathway activators, primary screen, cell-based, plate reader, single point; Wnt/beta-catenin reporter cell assay, activator; activation, % at 9.35 µM; actives 1.2% (n = 300,000); AID 743398, 2014; in the data active = activation above about 30%, passing the limit was not always enough; inconclusive = no clear call, values can overlap the other calls;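 also: 0% = neutral control wells and 100% = positive control wells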
# RTF Ca sens act – cardiac RTF calcium sensitivity activators, primary screen, biochemical, IANBD-TnC fluorescence, EC20 calcium; Troponin I, cardiac muscle (Homo sapiens) + Troponin T, cardiac muscle (Homo sapiens) + …; IANBD-labeled TnC RTF fluorescence at EC20 calcium; 0% EC20 calcium, 100% full calcium; activation, % at 7.2 µM; actives 0.24% (n = 340,000); AID 493008, 2010;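 active = activation above the mean over all tested compounds plus 3 SD, cut at about 30% in these data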;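 also: rise in fluorescence read as greater calcium sensitivity of cardiac thin filaments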
# MITF TRPM1 HTS – activators of MITF-driven TRPM1 promoter reporter, primary screen, cell-based, SK-MEL-5, luciferase, single point. SK-MEL-5 TRPM1-promoter luciferase, 24 h; % of positive control, neutral wells = 0. activation, % at 12.5 µM. actives 0.75% (n = 300,000);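 active = mean activation of at least 80% with every replicate also reaching 80%; inconclusive = mean reaches 80% but some replicate falls short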;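 also: 0% = neutral control wells and 100% = parthenolide positive control wells; values of inactives mirror those of a sister screen read the other way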
# CDK5 p35 inh – inhibitors of human CDK5/p35 kinase, primary screen, biochemical, single concentration; actives 0.01% (n = 330,000); Recombinant CDK5/p35, ADP-Glo luminescence, 60 min; inhibition, % at 10 µM; Cyclin-dependent kinase 5 (Homo sapiens) + Cyclin-dependent kinase 5 activator 1 (Homo …;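 active = highest replicate inhibition of at least 50% and at least 75% of replicates reaching 50%; inconclusive = only one of the two criteria met; inactive = both criteria failed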;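 also: plate controls were DMSO neutral control for no effect and GW8510 at 10 µM for full effect; many of its hits are not listed in these tables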
# Target sequence (Q00535 whole entry, looked up): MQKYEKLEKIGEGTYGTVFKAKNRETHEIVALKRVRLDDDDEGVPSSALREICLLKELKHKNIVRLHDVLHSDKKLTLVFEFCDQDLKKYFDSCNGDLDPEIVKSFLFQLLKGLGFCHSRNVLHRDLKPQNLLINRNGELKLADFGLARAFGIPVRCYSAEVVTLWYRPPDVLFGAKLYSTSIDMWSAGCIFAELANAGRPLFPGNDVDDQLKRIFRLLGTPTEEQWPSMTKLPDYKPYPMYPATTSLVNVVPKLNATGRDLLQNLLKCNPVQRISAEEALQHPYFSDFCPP
# Target sequence (Q15078 whole entry, looked up): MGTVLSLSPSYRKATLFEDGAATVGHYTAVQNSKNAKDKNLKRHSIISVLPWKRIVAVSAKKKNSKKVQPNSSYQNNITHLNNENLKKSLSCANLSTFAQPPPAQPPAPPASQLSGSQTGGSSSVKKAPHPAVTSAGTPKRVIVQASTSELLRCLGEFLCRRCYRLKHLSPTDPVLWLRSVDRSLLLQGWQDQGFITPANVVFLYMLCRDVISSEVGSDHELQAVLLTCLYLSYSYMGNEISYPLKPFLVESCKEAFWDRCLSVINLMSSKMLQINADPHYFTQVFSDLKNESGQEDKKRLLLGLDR
# Rtt109 HAT inh – inhibitors of C. albicans Rtt109/Vps75 HAT, primary screen, biochemical, ThioGlo CoA-SH fluorescence, plate reader. inhibition, % at 34.9 µM. actives 0.16% (n = 330,000). purified Rtt109/Vps75, 4 h;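 active = inhibition of at least 50% in every replicate; inconclusive = best replicate reaches 50% inhibition but some replicates fall short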
# An asterisk follows results filed as active; ? = inconclusive; nt = not tested or not shown.
SMILES,dFosB activator,CAL PDZ FP-1,CAL PDZ FP-2,V-ATPase pH,Tat transport,Wnt act,RTF Ca sens act,MITF TRPM1 HTS,CDK5 p35 inh,Rtt109 HAT inh
COc1ccc(C(CNC(=O)COc2cccc(C)c2)N2CCCC2)cc1 (stereo not given),-3,0.1,-7,2,-6,-1,0,4,0.0,0
COc1ccc(-c2nc(SCC(=O)N3CCOCC3)n[nH]2)cc1,0,-0.3,-2,-1,-2,-2,1,19,-1.8,-10
O=C(COC(=O)COc1cccc(Br)c1)Nc1c(Cl)cccc1Cl,?,-2.7,-1,-1,-4,-1,-2,8,-2.1,2
O=C(CSc1nnc(-c2ccco2)c(-c2ccco2)n1)c1ccccc1,-10,-0.5,-3,2,1,-1,-6,-13,-0.2,-3
O=C(N1CCOCC1)N(CCN1CCOCC1)Cc1cccc2ccccc12,-2,-1.3,3,-4,-13,nt,1,10,0.7,-8
Cn1nnc(NC(=O)c2cccc([N+](=O)[O-])c2)n1,2,-0.5,0,0,3,2,1,nt,1.0,-6
COc1ccc(CC(=O)OCC(=O)Nc2cccc(Br)c2)cc1,4,-1.0,-2,-5,2,-4,-3,4,0.7,18
CN(c1ccccc1)S(=O)(=O)c1ccc(Cl)c(C(=O)Nc2ccc(N3CCOCC3)cc2)c1,-5,-0.1,nt,0,1,4,-4,-3,1.0,15
CC(=O)Nc1cccc(NC(=O)c2cccc(-c3ccc(O)cc3)c2)c1,-1,-4.2,-2,3,8,5,7,-8,0.0,7
COc1cc(/C=N/NC(=O)CCN2CCCCC2)ccc1O,0,-1.0,-2,-1,-1,-2,7,-4,2.1,-3
COc1ccc(C2(C)NC(=O)N(CC(=O)NCCC3=CCCCC3)C2=O)cc1OC (stereo not given),2,-1.0,-2,-4,5,nt,-2,-7,0.1,-4
CCCn1c(=O)c2sccc2n2c(CCCC(=O)NCc3cccnc3)nnc12,-9,-1.8,-2,0,0,-1,-1,3,-0.7,-21
CCOc1ccc(NC(=O)c2sc3nc(C)nc(N4CCOCC4)c3c2C)cc1,-10,-1.6,-3,-4,-2,1,-7,7,-0.5,14
O=S(=O)(c1ccccc1)c1nc(-c2ccc(F)cc2)oc1NCC1CCCO1 (stereo not given),-11,-1.4,27,2,-4,1,1,-12,0.4,-3
C=CCC(C=C)S(=O)(=O)c1ccc(C)cc1 (stereo not given),-1,-0.4,-4,-3,-26,-1,5,nt,0.0,-3
COc1cccc(-n2c(SCC(=O)c3c[nH]c4ccccc34)nc3ccccc3c2=O)c1,14,-1.9,-6,-2,7,nt,8,12,2.0,nt
CCCCC(=O)Nc1ccc2oc(-c3cccnc3)nc2c1,-13,-2.3,4,4,-2,nt,-2,39,-1.1,-2
COc1cccc(-c2noc(C3CCCN(C(=O)c4ccc(F)cc4)C3)n2)c1 (stereo not given),-10,-0.3,7,-3,-16,2,-8,-11,0.9,18
COc1ccccc1N1C(=O)c2cccc3cccc(c23)C1=O,3,-1.1,3,-94,-3,0,-1,nt,-0.1,10
NC(=O)c1ccc(S(=O)(=O)N2CCSCC2)cc1,1,-1.1,0,0,-5,-1,-3,nt,-0.3,0
CS(=O)(=O)N(CC(=O)NCCSCc1ccco1)c1ccc(Cl)cc1,-3,-1.2,-7,0,-9,-1,-2,3,-0.2,5
CN(C)C(=O)c1ccc(NC(=O)CN2C(=O)NC3(CCCc4ccccc43)C2=O)cc1 (stereo not given),2,-2.4,-3,1,10,-1,-3,2,-2.8,-4
COc1ccccc1NC(=S)NCc1ccccn1,-6,-2.2,-3,2,-3,5,8,6,1.6,nt
CCOC(=O)c1ccc(NC(=O)CSc2nnc(COc3ccccc3)n2C)cc1,-6,0.0,-5,1,-3,-1,-8,5,0.5,1
CC(C)(C)NC(=O)C(=O)NCc1ccccn1,-1,-1.9,-5,-2,-3,-5,4,-6,-0.1,-6
CCOc1ccccc1CN1CCC(Oc2ccc(C(=O)NCc3ccccn3)cc2)CC1,2,-2.6,-4,3,-3,5,0,0,-1.0,-2
CC(=O)c1c(C)[nH]c(C(=O)NCCC2=CCCCC2)c1C,3,-0.7,-4,-3,-1,1,1,44,0.8,13
CC(Sc1nc2c(N)ncnc2n1CCOc1ccccc1)C(=O)O (stereo not given),5,0.7,-1,1,-6,-1,3,17,0.5,nt
CCCCN1C(=O)C(C#N)CC2=C1CC(C)(C)CC2=O (stereo not given),10,0.7,-3,2,-1,-2,-7,-1,0.5,6
NCC12CC3CC(C1)CC(c1ccc(Cl)cc1)(C3)C2,5,-1.3,-6,2,16,-6,7,-24,-3.2,51*
CCN(C(=O)CSc1nc2scc(-c3ccccc3)c2c(=O)n1N)C1CCS(=O)(=O)C1 (stereo not given),-8,0.2,1,4,-12,2,0,1,0.3,-4
COc1ccc(S(=O)(=O)Cc2ccc(C(=O)NC3CCCCC3)o2)cc1,-3,0.1,nt,-2,-2,0,-3,-4,-1.3,6
Cc1nc(NCc2ccco2)c2c(C)c(C)sc2n1,-5,-2.9,nt,-9,2,nt,8,-55,-0.7,-4
Cc1ccccc1CNS(=O)(=O)c1ccccc1[N+](=O)[O-],1,-0.5,4,1,2,nt,nt,3,0.1,4
COc1ccccc1-c1nnc2n1N=C(c1ccc(O)c(O)c1)CS2,4,-3.3,-5,0,2,nt,-2,-38,0.5,13
CC1CCCCC1NC(=O)CN1CCN(Cc2ccccc2Cl)C1=O (stereo not given),-1,-3.2,-1,6,1,11,-2,3,-0.3,6
Cc1cccc(OCC(=O)Nc2cccc(C(=O)Nc3ccccc3C(=O)O)c2)c1,-11,-5.7,-3,-3,-5,-4,4,-4,0.5,17
COc1ccc2cc(C(=O)Nc3c(C)n(C)n(-c4ccccc4)c3=O)sc(=O)c2c1OC,-5,-0.9,nt,-5,-2,nt,-2,8,1.0,4
COc1cccc(N2C(=O)Nc3ccc(Br)cc3C2(O)C(=O)NCCN(C)C)c1 (stereo not given),-6,-2.2,-1,-2,-3,-1,8,-4,2.3,11
CCCCOc1ccc(C(=O)NCCC(=O)NCCCC(=O)OCC)cc1,-2,0.3,-6,-7,-8,10,6,nt,1.9,14
CCCCN=C1NN=C(c2cccc([N+](=O)[O-])c2)CS1,-11,-0.3,nt,2,-3,-2,5,64,-0.6,10
COc1ccc(-c2noc(N3CCCC(C(=O)Nc4ccc(F)cc4F)C3)n2)cc1 (stereo not given),-4,-1.2,nt,-2,4,-4,0,25,1.2,8
CN(C(=O)c1cccnc1)c1nnc(-c2cccnc2)s1,-5,0.8,-2,1,2,0,-8,25,0.7,-4
O=C(NNC(=O)c1cc(Br)ccc1Cl)c1csc(N2CCOCC2)n1,-3,-3.0,1,3,5,-1,3,-10,-0.4,5
CC(c1ccccc1)c1nnc(N)s1 (stereo not given),-2,0.6,nt,-3,-2,-1,4,nt,-1.9,7
CC1(C)C(=O)OC(C(=O)c2ccc(C(C)(C)C)cc2)C(C)(C)C1=O (stereo not given),-12,0.6,-3,0,-2,nt,1,4,0.6,-1
CCOC(=O)NC(=O)CSc1nc(C)cc(C)c1C#N,0,0.6,8,-1,-9,27,-7,13,-0.8,-2
O=C(Nc1ccc(Cl)cc1)c1cnc(-c2ccccc2)nc1-c1ccccc1,22*,-0.5,2,-1,-3,nt,1,3,-1.2,29
O=[N+]([O-])c1cccc2c(Cl)ccnc12,-2,-2.1,-2,0,-11,-1,-1,0,3.8,14
CCC(C)NC(=O)c1cn(-c2cccc(C)n2)cn1 (stereo not given),-5,0.5,-3,7,-1,0,-5,?,2.4,-16
CCOC(=O)N1CCN(C(=O)c2ccc(CS(=O)Cc3ccc(C)cc3)o2)CC1 (stereo not given),0,-2.2,-18,0,1,-2,6,-8,nt,19
Cc1ccc(C2(CCNCc3ccco3)CCOC(C(C)C)C2)cc1 (stereo not given),1,0.4,-3,-1,4,0,-2,-16,0.2,1
COc1ccc(Cl)cc1NC(=O)CCc1nnc2ccc(N3CCC4(CC3)OCCO4)nn12,-1,-2.5,-2,-3,0,-3,0,1,-2.9,-3
O=C1CCCN1CC(=O)N1CCCC(N2CCN(c3cccc(Cl)c3)CC2)C1 (stereo not given),-7,0.7,0,-1,5,10,-1,24,-2.6,0
COc1ccc(C(=O)N/C(=C\c2cn(C)c3ccccc23)C(=O)NCCN2CCOCC2)cc1OC,-6,-3.1,-6,1,-1,-1,7,-1,-1.5,21
Cc1c(NC(=O)COc2ncnc3c(Cl)cc(Cl)cc23)c(=O)n(-c2ccccc2)n1C,1,0.1,-4,5,-13,-2,0,nt,-0.1,6
Cc1ccc(NCc2nnc(SCC(=O)NCc3ccco3)n2CC2CCCO2)cc1Cl (stereo not given),-17,-1.5,-2,6,7,-9,3,nt,-2.4,0
C#CCOCCOCCOCCNc1nc(N2CCN(C(=O)[C@H]([C@@H](C)O)n3cc(CCCCN)nn3)CC2)nc(N2CCN(C(=O)[C@H](Cc3ccc(O)cc3)n3cc(CCO)nn3)CC2)n1,-2,0.4,1,-1,-3,-1,0,-8,0.5,5
CCC(CC)C(=O)NCCc1ccc(F)cc1,7,2.0,-6,3,6,1,2,-8,1.2,1
COc1ccccc1C(=O)Nc1onc(C)c1C#N,-4,0.2,nt,0,-5,-1,2,-9,-0.3,-4
CCN(c1ccccc1)S(=O)(=O)c1ccc(NC(=S)NC(=O)c2ccc(Br)o2)cc1,-11,-1.4,-3,-6,1,nt,4,4,1.4,-6
O=C(CCCn1c(=O)c2cccn2c2cccnc21)N1CCN(c2ccccc2F)CC1,-7,-0.3,nt,-2,4,-1,-1,10,1.0,-13

# Three entries out of the list, sorted by heavy-atom count, rising.
SMILES,dFosB activator,CAL PDZ FP-1,CAL PDZ FP-2,V-ATPase pH,Tat transport,Wnt act,RTF Ca sens act,MITF TRPM1 HTS,CDK5 p35 inh,Rtt109 HAT inh
CC(c1ccccc1)c1nnc(N)s1 (stereo not given),-2,0.6,nt,-3,-2,-1,4,nt,-1.9,7
COc1ccccc1C(=O)Nc1onc(C)c1C#N,-4,0.2,nt,0,-5,-1,2,-9,-0.3,-4
COc1ccc(C2(C)NC(=O)N(CC(=O)NCCC3=CCCCC3)C2=O)cc1OC (stereo not given),2,-1.0,-2,-4,5,nt,-2,-7,0.1,-4

# Screening data as filed in PubChem.
